High-throughput results as filed in PubChem.
tim23-1 inh – inhibits growth of tim23-1 mutant yeast. AID 463212. S. cerevisiae tim23-1 growth, BacTiter-Glo luminescence, 24 h. hit rate 1.3% among 330,000. inhibition, % at 20 µM;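 active means growth inhibition of the mutant yeast at or above 50%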;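 further: temperature-sensitive mutant grown at 25 °C; plate controls were DMSO-treated mutant yeast for no effect and medium wells lacking yeast for full effect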
APJ antagonist – blocks the human apelin receptor APJ; P35414; CHO-K1 APJ beta-arrestin complementation, luminescence; inhibition, % at 20 µM; hit rate 0.32% among 330,000;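 active means inhibition above about 40% at 20 µM, limit read from the data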;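 further: cells challenged with 10 nM apelin-13 agonist together with compound; plate controls were apelin-13 plus DMSO wells for no effect and DMSO wells lacking apelin-13 for full effect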
CXCR6 block – blocks human CXCR6 beta-arrestin recruitment; O00574; CHO-K1 PathHunter CXCR6 beta-arrestin, luminescence; inhibition, % at 20 µM; hit rate 0.36% among 360,000; in the data active means inhibition above about 34%, passing the limit was not always enough;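 further: antagonist mode with CXCL16 agonist at 10 nM final; 0% = 10 nM CXCL16 with DMSO and 100% = unstimulated wells without agonist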
TIM10 inh – inhibits growth of TIM10 yeast strain; S. cerevisiae TIM10 strain growth, BacTiter-Glo luminescence, 24 h; inhibition, % at 10 µM; hit rate 1.4% among 330,000; AID 463195;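 active means inhibition of 40% or more at the single tested concentration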;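 further: wild-type TIM10 isogenic control strain grown at permissive 25 °C; 0% = DMSO yeast wells and 100% = minimal medium wells without yeast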
Mdm2-MdmX inh – disrupts the human Mdm2-MdmX interaction. O15151+Q00987. SaOS-2 split-luciferase Mdm2/MdmX complementation, luminescence. inhibition, % at 8 µM. hit rate 3% among 330,000. AID 485346;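 active means inhibition of at least 50% at 8 µM in the primary screen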
Target sequence (O15151 whole entry, looked up): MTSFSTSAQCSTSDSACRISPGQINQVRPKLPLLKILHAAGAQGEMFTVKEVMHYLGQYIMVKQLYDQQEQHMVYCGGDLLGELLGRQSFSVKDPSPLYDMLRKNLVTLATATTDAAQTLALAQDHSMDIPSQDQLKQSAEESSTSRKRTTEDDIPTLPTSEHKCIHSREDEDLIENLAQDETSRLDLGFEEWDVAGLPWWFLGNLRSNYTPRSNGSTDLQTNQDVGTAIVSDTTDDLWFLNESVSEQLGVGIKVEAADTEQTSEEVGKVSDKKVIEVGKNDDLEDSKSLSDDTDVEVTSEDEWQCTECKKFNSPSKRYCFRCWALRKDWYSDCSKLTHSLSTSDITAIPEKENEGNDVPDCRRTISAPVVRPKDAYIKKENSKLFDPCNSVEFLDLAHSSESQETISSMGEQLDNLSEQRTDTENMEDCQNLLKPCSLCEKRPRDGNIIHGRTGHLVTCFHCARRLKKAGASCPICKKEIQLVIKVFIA
Target sequence (Q00987 whole entry, looked up): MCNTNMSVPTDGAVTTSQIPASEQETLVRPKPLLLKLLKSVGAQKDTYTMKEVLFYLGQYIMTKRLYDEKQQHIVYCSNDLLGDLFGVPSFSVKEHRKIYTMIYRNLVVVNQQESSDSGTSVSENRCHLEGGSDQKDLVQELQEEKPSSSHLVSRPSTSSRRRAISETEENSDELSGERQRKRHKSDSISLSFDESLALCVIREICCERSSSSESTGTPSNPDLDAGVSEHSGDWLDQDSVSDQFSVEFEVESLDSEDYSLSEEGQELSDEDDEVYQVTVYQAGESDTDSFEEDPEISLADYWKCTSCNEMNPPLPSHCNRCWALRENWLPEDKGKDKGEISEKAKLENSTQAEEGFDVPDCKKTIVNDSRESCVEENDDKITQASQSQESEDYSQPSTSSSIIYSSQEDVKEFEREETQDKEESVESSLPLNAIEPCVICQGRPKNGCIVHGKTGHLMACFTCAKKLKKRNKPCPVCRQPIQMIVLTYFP
UPR CHOP act – apoptotic UPR (CHOP) activation | CHO-CHOP luciferase reporter, luminescence; percent of tunicamycin response over DMSO baseline | activation, % at 10 µM | hit rate 0.34% among 330,000 | AID 449763;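 active means at 10 µM dose, activation of 40% or more, normalized to positive control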;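 further: 100% = tunicamycin at 10 µg/mL and 0% = DMSO alone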
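Dosing – one dose, 10 µM in 0.5% DMSO · System – CHO-CHOP cells, stable luciferase reporter of PERK-eIF2a-CHOP signalling · Input – 500 cells/well · Control set – tunicamycin 10 µg/mL final as positive, DMSO-only wells as negative · Timing – 6 h compound treatment, 37 °C · Measure – % activation vs tunicamycin · Technique – luminescence read with Steady-Glo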
APJ ag – APJ receptor agonism | P35414 | CHO-K1 APJ PathHunter beta-arrestin, luminescence; 0% DMSO wells, 100% apelin | activation, % at 20 µM | hit rate 0.11% among 330,000 | AID 2520;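 active means activation more than six SD over the plate average, tested at 20 µM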;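 further: 0% = DMSO alone and 100% = apelin-13 at 10 nM; some results filed as inactive read as strong as hits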
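Incubation: overnight seeding, 90 min compound at 25 °C, 1 h detection; test system: PathHunter CHO-K1 APJ (AGTRL-1) beta-arrestin reporter cells; amount: 1000 cells/well; doses: one dose, 20 µM compound, 1% DMSO; measured by: beta-gal luminescence; measure: agonist-driven arrestin binding to APJ; benchmarks: negative DMSO alone, positive Apelin-13 at 10 nM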
UPR XBP1 act – adaptive UPR (XBP1) activation | CHO-XBP1 luciferase reporter, IRE1-XBP1 UPR activation, luminescence; percent of tunicamycin response, DMSO as zero | activation, % at 20 µM | hit rate 0.33% among 330,000 | AID 463104;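 active means versus positive control, 20 µM dose yields 30% or more activation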;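 further: 100% = tunicamycin at 10 µg/mL and 0% = DMSO only wells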
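Material: IRE1-XBP1 luciferase reporter CHO line / Quantity: one thousand reporter cells per well / Buffer or medium: F12 with 10% serum / Compound: 20 µM single concentration, DMSO 1% / Times: 6 h treatment, 37 °C / Detection: Steady-Glo luciferase glow luminescence, 10 min after reagent addition / Benchmarks: tunicamycin high, DMSO low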
tim10-1 inh – inhibits growth of tim10-1 mutant yeast | S. cerevisiae tim10-1 ts strain growth, BacTiter-Glo, 24 h | inhibition, % at 20 µM | hit rate 2.2% among 330,000 | AID 463190;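 active means inhibition of at least 40%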;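 further: mutant grown at 25 °C; 0% = DMSO wells with yeast and 100% = wells holding no yeast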
Starred values were filed as active, the others as inactive. The list is partial. The share of hits here may be higher or lower than overall.

SMILES	tim23-1 inh	APJ antagonist	CXCR6 block	TIM10 inh	Mdm2-MdmX inh	UPR CHOP act	APJ ag	UPR XBP1 act	tim10-1 inh
O=c1c2cc(NC(=S)NCc3cccnc3)ccc2nc2n1CCCCC2	-1	-16	0	-11	-15	3.2	-4	2	14
CN(Cc1ccccc1)c1nc(CN2CCOCC2)nc2scc(-c3ccccc3)c12	65*	0	7	55*	-2	0.4	-5	0	47*
O=C(Nc1nccs1)C12CC3CC(C1)CC(C(=O)Nc1nccs1)(C3)C2	24	5	3	10	31	0.4	-1	-1	30
O=C(O)c1ccc(C(=O)Nc2cccc(NC(=O)C3CCCO3)c2)cc1 (stereo not drawn)	8	10	6	6	-14	-0.8	-5	-1	5
O=S(=O)(c1ccc(F)cc1)N1CC=C(c2ccccc2)CC1	11	-5	2	10	0	1.9	-2	-3	4
O=C(NS(=O)(=O)N1CCOCC1)C1=C(N2CCCC2)COC1=O	10	11	-13	-2	3	-1.3	-1	2	2
O=C(NCC(c1ccc(F)cc1)N1CCOCC1)c1cccnc1Sc1ccccc1Cl (stereo not drawn)	-1	5	3	0	5	1.6	-3	-2	6
CCCCCCNC(=O)N1C/C=C\C(c2ccc(OC)cc2)N(Cc2ccc(F)cc2)C(=O)C1 (stereo not drawn)	-11	-7	-2	-10	0	-1.0	-3	-4	24
COc1ccc(NC(=S)N2CCCCCC2)cc1OC	-4	3	-1	-10	5	-0.3	0	0	-9
COc1cccc(/C=C/C(=O)OCC(=O)c2ccc3c(c2)NC(=O)CO3)c1	23	-8	8	17	23	-0.1	-5	1	19
CSc1nsc(SCC(=O)Nc2cccc(NC(C)=O)c2)n1	-6	0	0	-3	-1	2.5	-3	5	-4
Cc1cc(N2CCCC(C(=O)Nc3cccc4ccccc34)C2)n2ncnc2n1 (stereo not drawn)	9	-5	-8	12	22	-2.6	-2	-1	7
O=C(Nc1ccccc1)Nc1ccc(Cl)c(S(=O)(=O)N2CCOCC2)c1	13	-2	-17	24	5	4.6	1	-4	26
CC(C)CN1CCN(CCCc2ccccc2)C(CCO)C1 (stereo not drawn)	1	16	0	-17	-1	-0.6	0	-1	-5
O=C(COC(=O)c1cccc(S(=O)(=O)N2CCc3ccccc32)c1)Nc1ncc(Cl)cc1Cl	-36	1	4	-6	3	-0.1	0	-2	-8
N#Cc1ccccc1Sc1ccccc1C(=O)OCC(=O)N1CCN(C(=O)c2ccco2)CC1	-7	11	-1	-1	34	-1.6	-3	-7	4
COC(=O)c1ccc(Cn2c(C)cc(C)[n+]2C)o1	-3	5	5	0	-3	1.5	-2	-1	11
COc1ccccc1C1CCN(C(=O)c2cnn(-c3ccccc3)c2C)CC1	41	-1	4	20	23	1.0	-2	-2	8
CCOC(=O)C1=C(CSc2nc(-c3ccccc3)ccc2C#N)OC(N)=C(C#N)C1c1ccccc1 (stereo not drawn)	29	0	7	7	-14	5.0	0	0	31
Cc1ccc(C)c(SCC(=O)Nc2cc(S(=O)(=O)N3CCOCC3)ccc2C)c1	29	4	-5	13	0	-1.1	-6	3	16
CCOC(=O)CNc1nc2ccccc2n2c(C)nnc12	13	-11	-1	2	2	-1.1	-2	-3	27
COc1ccc(NS(=O)(=O)c2ccc(O)c(C(=O)OCC(=O)NC(C)C3CC4CCC3C4)c2)cc1 (stereo not drawn)	8	-16	1	15	4	-0.6	0	-2	21
CCN(CC)S(=O)(=O)c1ccc(N2CCOCC2)c(NC(=O)COc2ccccc2C)c1	33	3	6	12	-10	-1.2	-3	-1	15
COCc1cc(C)nc(OCC(=O)N/N=C/c2ccco2)c1C#N	13	-2	2	15	-13	0.9	-3	2	6
O=C(O)c1ccc(Cl)c(S(=O)(=O)Nc2ccc3cn[nH]c3c2)c1	20	7	-8	5	32	-1.7	2	-1	7
CSCCC(NC(=O)c1ccc(Cl)cc1)C(=O)OCC(=O)c1ccc[nH]1 (stereo not drawn)	0	-21	-4	-2	-3	1.1	-2	0	23
Cc1ccc2c(c1)N(C(=O)CCC(=O)NCCCN1CCOCC1)CCO2	1	14	-5	1	17	-1.2	-3	-1	-11
CC(=O)NC(CC(=O)Nc1nc(-c2ccc(N(C)S(C)(=O)=O)cc2)cs1)c1ccccc1 (stereo not drawn)	8	3	-3	-12	38	0.1	-1	2	7
CSc1ccc(/C=N\NC(=O)CC(=O)NC(C)C)cc1	5	-9	5	5	0	-0.4	-2	6	5
Cc1cccc(Cn2c(SCCN3CCCCC3)nc3c2c(=O)[nH]c(=O)n3C)c1	-7	4	5	-1	-15	1.4	-4	3	-4
CC1CN(S(=O)(=O)c2ccc(NC(=O)c3ccco3)cc2)CC(C)O1 (stereo not drawn)	15	8	-2	13	1	-2.3	-3	0	6
O=S(=O)(c1ccc(=S)[nH]c1)N1CCCC1	7	7	-8	-8	4	1.1	-1	1	4
CC(=O)n1cc([C@H]2C=C(C(=O)N3CCN(Cc4ccccc4)CC3)O[C@@H](OCCCCO)C2)c2ccccc21	12	13	0	9	17	0.4	-4	-3	9
C[n+]1ccn(CC(=O)c2ccc(Br)cc2)c1	4	3	7	-16	9	-1.8	-1	-2	11
O=C(C1CCCN(S(=O)(=O)c2ccccc2)C1)N1CCCCC1 (stereo not drawn)	22	11	-4	13	13	0.0	-6	-7	13
O=c1cc(O)c2sc(Nc3ccc(Cl)c(F)c3)nc2[nH]1	-14	-33	-7	-21	72*	-1.9	3	0	-5
CCCc1nnc(NC(=O)C(CC)OC(=O)c2cc(C)nc3ccccc23)s1 (stereo not drawn)	6	-2	4	11	13	-2.1	0	-3	19
O=C1OCCC1Sc1nc2ccccc2c(=O)n1-c1ccc(F)cc1 (stereo not drawn)	7	17	3	3	-1	1.2	-4	1	19
O=C(O)CCCC(=O)NCCCCc1ccccc1	4	-5	4	9	-25	-1.6	-2	0	6
CC12CN3CC(C)(CN(C1)C3c1ccccc1Cl)C2O (stereo not drawn)	8	-4	-8	8	-9	-0.7	-3	-4	2
CCn1nc(NS(=O)(=O)c2ccc(NC(C)=O)cc2)c2cc3cc(C)ccc3nc21	9	10	0	8	8	3.0	8	-3	1
Cc1[nH]nc2c1C(c1ccccc1F)NC2=O (stereo not drawn)	-6	-70	4	-10	8	0.2	-2	-3	-5
CC(C)C(=O)Nc1cccc(-c2nc3ccccc3c(=O)o2)c1	18	10	4	12	-4	-1.2	-2	6	19
CC(C)(C)c1ccc(C(=O)NCCCn2ccnc2)cc1	-7	13	-8	8	7	0.8	-4	0	-5
Cc1ccc(-c2nc(CS(=O)CC(=O)NCCCN3CCN(Cc4ccccc4)CC3)c(C)o2)cc1 (stereo not drawn)	1	4	-1	-5	16	0.0	-1	-4	20
CCOCCCNC(=O)CCn1ccc2cc(S(=O)(=O)N3CCCC3)ccc21	-8	0	0	6	13	2.1	0	-3	-3
Cc1nnc(NC(=O)c2ccc(Br)cc2)s1	-14	12	-9	-40	-31	4.3	-3	2	8
O=C(NCCCN1CCOCC1)c1c(F)c(F)c(F)c(F)c1F	-25	-8	-14	7	20	0.7	9	-3	-23
CCN(C(=O)c1cc2c(s1)-c1ccccc1S(=O)(=O)C2)c1cc(OC)ccc1OC	26	9	6	-4	20	-0.5	-4	0	8
Cc1cccc(CN2CCC(n3nccc3NC(=O)c3ccccc3C)CC2)n1	-7	-1	3	2	24	1.1	0	-8	19
C/C=C(\C)C(=O)NNC(=O)c1sc(-c2ccccc2)nc1C	-2	19	6	11	18	1.8	-1	2	-4
CCCC(O)(c1ccccc1)C(CN1CCOCC1)c1ccccc1 (stereo not drawn)	33	5	1	17	-11	0.1	-3	-6	41*
NC(N)=NC(N)=NCCc1ccccc1	-9	-4	5	5	-9	-0.2	-3	-5	8
Cc1oc(-c2cccc(Cl)c2)nc1CN1CCCC(C(=O)NC(C)c2ccc3c(c2)OCCO3)C1 (stereo not drawn)	3	8	-1	9	27	-1.9	-3	-1	15
NS(=O)(=O)c1ccc(CNc2ccc3ccccc3n2)cc1	-2	-7	-1	11	-17	8.1	0	2	3
N#Cc1ccccc1NC(=O)CSc1nccn1CCc1ccccc1	20	9	4	8	-34	3.7	-4	2	25
O=C(NCC(=O)N1CCN(Cc2ccccc2)CC1)c1ccc(Br)cc1	-9	-32	-4	-5	29	0.5	-1	-2	-8
Cc1noc(C)c1CSc1nnc(-c2c[nH]c3ccccc23)n1-c1ccc(Cl)cc1	4	-2	1	-5	41	0.9	3	0	2
O=C1[C@@H]2Cc3c([nH]c4ccccc34)CN2C(=O)CN1CCCCCO	7	-31	-2	4	-10	-0.8	0	-4	10
CC(C)CCN1CC(O)=C(c2nc(-c3ccc(Cl)cc3)cs2)C1=N	9	4	-7	-4	23	-5.3	2	0	11
(listing goes on)
SMILES	tim23-1 inh	APJ antagonist	CXCR6 block	TIM10 inh	Mdm2-MdmX inh	UPR CHOP act	APJ ag	UPR XBP1 act	tim10-1 inh
Cc1cc(=O)oc2c(C)c(OCC(=O)N3CCN(c4ccc(F)cc4)CC3)ccc12	18	13	-2	2	-8	-1.6	0	-4	1
COCCCN1C(=O)C(=O)/C(=C(/O)c2ccc(OC)cc2)C1c1cccc(OC)c1 (stereo not drawn)	8	8	-4	-12	5	-1.6	-2	1	9
COc1cc(C)c(Cl)c(C)c1S(=O)(=O)NCc1cccnc1	8	-8	-8	-1	4	-1.0	-1	-2	20
CC(C)NC(=O)c1c2c(nc3ccccc13)CCCC2	5	-5	-16	3	15	-3.4	-5	-3	5
CCCSc1nn2c(=O)c3ccccc3nc2s1	19	-18	13	20	-80	-1.7	-3	4	39
OCCCNc1ncnc2scc(-c3ccc(Cl)cc3)c12	12	4	3	1	71*	-1.4	-1	3	20
CCOC(=O)C1(Cc2ccccc2)CCN(Cc2ccc(C)s2)CC1	17	-6	-2	-7	8	0.8	-1	-3	-14
CC(/C=N/O)Cc1ccc2c(c1)OCO2 (stereo not drawn)	-1	-4	-3	2	17	2.4	-4	3	2
CCn1c(SCc2nc3sc(C(=O)O)c(C)c3c(=O)[nH]2)nnc1-c1ccc(Cl)cc1	1	-10	-2	1	3	2.1	-1	-3	6

5 compounds already listed, arranged by heavy-atom count, highest first.
SMILES	tim23-1 inh	APJ antagonist	CXCR6 block	TIM10 inh	Mdm2-MdmX inh	UPR CHOP act	APJ ag	UPR XBP1 act	tim10-1 inh
COc1ccc(NS(=O)(=O)c2ccc(O)c(C(=O)OCC(=O)NC(C)C3CC4CCC3C4)c2)cc1 (stereo not drawn)	8	-16	1	15	4	-0.6	0	-2	21
CCN(CC)S(=O)(=O)c1ccc(N2CCOCC2)c(NC(=O)COc2ccccc2C)c1	33	3	6	12	-10	-1.2	-3	-1	15
COCCCN1C(=O)C(=O)/C(=C(/O)c2ccc(OC)cc2)C1c1cccc(OC)c1 (stereo not drawn)	8	8	-4	-12	5	-1.6	-2	1	9
O=C1[C@@H]2Cc3c([nH]c4ccccc34)CN2C(=O)CN1CCCCCO	7	-31	-2	4	-10	-0.8	0	-4	10
CCOC(=O)CNc1nc2ccccc2n2c(C)nnc12	13	-11	-1	2	2	-1.1	-2	-3	27
